# B2AR arrestin: beta2AR (human) beta-arrestin recruitment activity; 330,000 compounds, 0.02% hits; Potency, µM (titrated, usually from 46.1 µM), inactives show at the top dose activation, usual class: activators; beta-arrestin recruitment to beta2AR, cell-based reporter;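 further: potency means the concentration at half of the fitted maximal effect; 0% = DMSO controls and full agonism = EC100 isoproterenol or metaproterenol; nearly all actives have a fitted effect of over 65% in size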
# Target sequence (P07550 whole entry, looked up): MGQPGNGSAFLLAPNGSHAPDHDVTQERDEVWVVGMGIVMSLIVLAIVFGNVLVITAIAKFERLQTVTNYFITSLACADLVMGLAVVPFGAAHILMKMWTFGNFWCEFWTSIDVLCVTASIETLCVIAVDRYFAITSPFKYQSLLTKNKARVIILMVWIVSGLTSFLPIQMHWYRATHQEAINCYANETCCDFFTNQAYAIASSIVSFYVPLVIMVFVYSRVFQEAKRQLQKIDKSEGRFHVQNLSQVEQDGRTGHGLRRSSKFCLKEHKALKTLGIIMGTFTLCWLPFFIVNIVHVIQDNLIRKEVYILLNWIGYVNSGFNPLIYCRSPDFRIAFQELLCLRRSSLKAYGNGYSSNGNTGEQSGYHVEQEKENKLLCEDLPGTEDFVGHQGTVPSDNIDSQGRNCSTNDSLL
# AT treatment: potential ataxia-telangiectasia treatments restoring KAP-1 phosphorylation; 320,000 compounds, 0.19% hits; AID 485349; Potency, µM (highest dose often 57.5 µM), for the others: at the top dose activation, actives largely listed as activators; […] A-T fibroblasts, KAP-1 phosphorylation AlphaLISA; neocarzinostatin DNA damage 30 min before lysis; further: potency means the concentration at half of the fitted maximal effect; % of control where 0% means no effect; nearly all actives have a fitted effect of over 45% in size
#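 hTERT-immortalized A-T patient fibroblasts ([…]), 500 cells/well in OPTI-MEM, 1% FBS, got compounds for 60 min, then NCS for 30 min at 37C. Lysates were then assayed for phospho-KAP-1 by AlphaLISA (anti-pKAP1 donor, anti-KAP1 acceptor beads), 6 hr at 25C.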
# TSG101-PTAP inh: blocks PTAP/TSG101 interaction to inhibit HIV-1 budding | AID 493005 | 340,000 tested, under 10 active | Fluorescence polarization, FITC-PTAP peptide / Tsg101 binding | Potency, µM (series often up to 115 µM), for inactives: top-dose activity change, negative = inhibition, hits mostly inhibitors; active means well fitted inhibition curve with a large enough effect in the main read-out, with a control signal flat, not every such curve was filed as active; inconclusive means small, poorly fitted or top-dose-only effect, or effect the other way, or a change in a side signal; inactive means no such curve, though single readings can be large or run the other way; further: potency means the concentration at half of the fitted maximal effect; % of control where 0% means no effect
# Target sequence (Q99816 whole entry, looked up): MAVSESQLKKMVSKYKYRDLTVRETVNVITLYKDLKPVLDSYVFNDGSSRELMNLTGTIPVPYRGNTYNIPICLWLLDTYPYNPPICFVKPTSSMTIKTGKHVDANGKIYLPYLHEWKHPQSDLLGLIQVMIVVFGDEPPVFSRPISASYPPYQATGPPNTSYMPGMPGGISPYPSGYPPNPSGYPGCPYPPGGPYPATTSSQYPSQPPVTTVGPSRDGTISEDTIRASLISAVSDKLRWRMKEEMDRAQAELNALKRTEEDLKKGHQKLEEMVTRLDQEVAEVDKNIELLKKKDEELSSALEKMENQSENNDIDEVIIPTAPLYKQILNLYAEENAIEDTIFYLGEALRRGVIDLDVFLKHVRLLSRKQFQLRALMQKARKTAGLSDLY
#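 Compounds were pin-transferred onto Tsg101 binding domain (10 uM final) in HEPES pH 7.5 buffer, then FITC-PTAP peptide was added at 50 nM final. After 20 min at RT, polarization reported peptide displacement across a qHTS concentration series.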
# TCR act: activators of T cell receptors; AID 504894; 330,000 tested, under 10 active; primary human leukocytes, anti-CD3, IL-2 HTRF, 48 h; Potency, µM (titrated, usually from 9.22 µM), for the others: at the top dose activation of IL-2 secretion, most hits filed as activators; further: % of control where 0% means no effect
#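 HTRF read-out of IL-2 secretion: europium cryptate donor excited at 320nm, d2 acceptor emission at 665nm. Cells were primary human leukocytes incubated 48 hr with compounds and a-CD3 beads, supplying TCR signal only.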
# BRCA1 expr act: increases BRCA1 expression; MCF7-BRCA1-FFLuc reporter, luminescence, 48 h; response scale: scaled: vehicle 0%, 10 µM genistein 100%; Potency, µM (top dose mostly 46.1 µM), inactives show at the highest dose activation, most hits filed as activators; 380,000 compounds, 1.1% hits; AID 624202; further: potency means the concentration at half of the fitted maximal effect; nearly all actives have a fitted effect of over 80% in size; some results filed as inactive show a strong effect at the top dose
#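 MCF7-BRCA1-FFLuc, 2000 cells/well; 2 h attach, 37 °C/5% CO2; compound 48 h; luciferase substrate 15 min; luminescence end-point. Norm. to genistein 10 microM max activation and DMSO; concentration-response curves fitted.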
# MLL CXXC-DNA inh: MLL CXXC-DNA interaction inhibition; MLL-CXXC / FITC-HOXA9 DNA fluorescence polarization; 290,000 compounds, 0.037% hits; Potency, µM (series often up to 115 µM), without a hit: at the top dose activity change, negative = inhibition, most hits filed as inhibitors; active means well fitted inhibition curve with a large enough effect in the polarisation, with a control signal flat, not every such curve was filed as active; inconclusive means small, poorly fitted or top-dose-only effect, or effect the other way, or a change in a side signal; inactive means no such curve, though single readings can be large or run the other way; the % refers to the polarisation; further: potency means the concentration at half of the fitted maximal effect
#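 Steps: dispense CXXC domain solution (7 uM) → pin compounds or unlabeled HOX-A9 DNA control → 5 min ambient → add FLSN-HOX-A9 solution (50 nM) → spin → 30 min ambient → fluorescence polarization. Tris pH 7.5/NaCl/DTT/BSA buffer.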
# ELG1 repair inh: blocks ELG1-dependent DNA repair in HEK293T cells; 330,000 compounds, 2.3% hits; Potency, µM (doses to about 46.1 µM), for inactives: top-dose activity change, negative = inhibition, most hits filed as inhibitors; HEK293T ELG1-luciferase reporter, luminescence, 16 h; DNA damage induced by 5-fluorouridine; further: potency means the concentration at half of the fitted maximal effect; on the % scale 0 is the no-effect control and ±100 the full control effect; nearly all actives have a fitted effect of over 55% in size
#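 DMSO vehicle served as the neutral condition. Each well held 2,000 cells given 5-fluorouridine plus compound; after 16 hr at 37 °C/5% CO2, ONE-Glo was added and luciferase measured 30 min later.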
# Integrin act MD: activates integrin-mediated alleviation for muscular dystrophy | alpha7betagal myoblasts, beta-gal FDG fluorescence, 48 h | Potency, µM (doses to about 38.3 µM), inactives show at the top dose activation, actives largely listed as activators | 350,000 compounds, 0.064% hits;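 further: potency means the concentration at half of the fitted maximal effect; 100% = response of the positive control SU9516; nearly all actives have a fitted effect of over 60% in size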
#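 alpha7betagal+/- myoblasts (passage 13, 250/well) treated 48 h at 37C with compounds at 1:260 dilution of DMSO stock. Lysed, then beta-galactosidase activity read as FDG fluorescence (ex 480/em 540) after 30 min, with pre-read for autofluorescence.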
# p53 reactivator: mutant p53 re-activation in reporter cells; H1299 p53-A138V BP100-luciferase reporter, luminescence, 24 h; Potency, µM (highest dose often 92.2 µM), without a hit: at the highest dose activity change, positive = activation, most hits filed as activators; 320,000 compounds, 0.063% hits; AID 504706; further: potency means the concentration at half of the fitted maximal effect; % of control where 0% means no effect; nearly all actives have a fitted effect of over 45% in size
#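 H1299 (p53-null), stable ts p53-A138V + BP100-Luc; 1000 cells/well, Opti-MEM/10% FBS; cpd 4 pt, 1:5; 24 h, 37 deg C, 5% CO2; detection reagent 10 min RT; luminescence.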
# TRPV1 agonist: agonists of human vanilloid receptor 1 (TRPV1); Q8NER1; TRPV1-expressing cells, Fluo-8 calcium influx, agonist mode; activation, % at 8.33 µM; 320,000 compounds, 0.19% hits; in the data active means activation above about 80%; inconclusive means between about 30% and that limit; further: 0% is about no effect
#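 Cells expressing TRPV1 were dye-loaded with Fluo-8 and read kinetically: 10 s baseline, 3 min after compound (agonist portion), then 2 min after EC20 capsaicin (allosteric enhancer portion). Calcium-bound dye fluorescence at 480/520 nm.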
# * hit, by the source's call; u = inconclusive; x = no result given; [ ] = remark or other dose. Unless noted, the call rests on the fitted dose curve; in most records, active means well fitted curve in the direction sought with a large enough effect; inconclusive means small, poorly fitted or top-dose-only effect, or another doubt; inactive means no such curve, though single readings can be large; an effect the other way counts as inactive or inconclusive. This is a subset; the hit share may differ from the screen's.
SMILES,B2AR arrestin,AT treatment,TSG101-PTAP inh,TCR act,BRCA1 expr act,MLL CXXC-DNA inh,ELG1 repair inh,Integrin act MD,p53 reactivator,TRPV1 agonist
COC(=O)C1=CO[C@@H](OC2OC(CO)C(O)C(O)C2O)[C@@H]2C(CO)=CC[C@H]12 (stereo partly specified),-0.3%,2%,-1%,3%,0%,12%,19%,3%,-2%,2
O=C(COc1ccc2ccccc2c1)N1CCN(Cc2ccncc2)CC1,0.1%,x,-7%,1%,-4%,15%,-6%,-24%,0%,-3
CC12CCC(=O)C=C1C=CC1C2CCC2(C)C(O)CCC12 (stereo unspecified),x,x,-3%,4%,-24%,x,x,-6%,x,x
COC(=O)C1=C(c2ccc(F)cc2F)C[C@@H]2CC[C@H]1N2C(=O)NC1CCCCC1,-0.1%,8%,-1%,-2%,-24%,x,13%,11%,-15%,23
CC(=NCCN1CCCCC1)c1c(O)n(-c2ccc(Cl)cc2)c(=O)[nH]c1=O,-1.0%,1%,-3%,-22%,4%,11%,1%,-1%,3%,1
CCCCOc1ccc(CCN)cc1Cl,0.1%,5%,-2%,-5%[46.1 µM],-20%,-3%,u,-57%[inhibitor],14%,0
CC(C)n1c(O)c(C=NCc2ccccc2)c(=O)[nH]c1=S,-1.0%,-5%,-5%,4%,-5%,-2%,-1%,27%,1%,-1
COC(=O)C1=C(c2ccc(Cl)c(C(F)(F)F)c2)C[C@@H]2CC[C@H]1N2C(=O)NC1CC1,0.1%,-5%,-4%,2%,-9%,x,-21%,0%,-2%,20
O=[N+]([O-])c1cccc2c([As](=O)(O)O)cccc12,-0.9%,-7%,-3%,-3%,-16%,6%,5%,-17%,-6%,-5
CN1CCN(c2ncnc3nc[nH]c23)CC1,0.2%,7%,0%,4%,-14%,3%,4%,17%,3%,-2
CN1CCN(c2ccc(S(=O)(=O)C(F)(F)F)cc2[N+](=O)[O-])CC1,-0.3%,-3%,-1%,2%[46.1 µM],-4%,3%,18%,-4%,u,4
Cc1cccc(C)c1OP(N)(=O)Oc1c(C)cccc1C,3.0%,-35%,0%,4%,-10%,-8%,10%,20%,-2%,0
CC1(C)N(O)C2CCCCC2N1O (stereo unspecified),-0.1%,-5%,-5%,1%,3%,6%,22%,-33%,-2%,-3
COC(=O)C(O)(c1ccc(NC(=S)NC(=O)c2ccc(Cl)cc2Cl)c(C)c1)C(F)(F)F (stereo unspecified),0.9%,-2%,-2%,-1%[46.1 µM],-30%,1%,-24%,1%,u,-3
CCc1ccccc1N1C(=O)CC(=O)NC1=O,0.1%,1%,-1%,7%,-4%,0%,3%,-2%,2%,0
CCOC(=O)C1=C(N)OC2=C(C(=O)CCC2)C12C(=O)N1c3c(ccc(C)c32)C(C)=CC1(C)C (stereo unspecified),2.7%,-1%,0%,0%[46.1 µM],4%,-7%,-16%,-4%,-9%,4
Cc1c(C(=O)N2CCC3(CC2)OCCO3)sc2ncnc(N3CCc4ccccc4C3)c12,0.1%,3%,-6%,-6%,-23%,-8%,21µM*,-15%,-5%,27
Cc1c(C(=O)N2CCC3(CC2)OCCO3)oc2ccc(S(=O)(=O)N3CCOCC3)cc12,0.0%,-3%,-3%,2%,x,0%,-3%,5%,-1%,0
CCOC(=O)C(C)Oc1cc(C)cc2oc(=O)c3c(c12)CCCC3 (stereo unspecified),-0.3%,16%,-5%,-1%,-42%,0%,-21%,8%,-6%,u
CC(=O)C1=NOC(CNc2ncc(C(F)(F)F)cc2Cl)C1 (stereo unspecified),-1.3%,-2%,-2%,10%,67%,6%,u,-12%,0%,u

# Part of the list above, reformatted.
CC1(C)N(O)C2CCCCC2N1O (stereo unspecified)
  B2AR arrestin: -0.1% | AT treatment: -5% | TSG101-PTAP inh: -5% | TCR act: 1% | BRCA1 expr act: 3% | MLL CXXC-DNA inh: 6% | ELG1 repair inh: 22% | Integrin act MD: -33% | p53 reactivator: -2% | TRPV1 agonist: -3
COC(=O)C(O)(c1ccc(NC(=S)NC(=O)c2ccc(Cl)cc2Cl)c(C)c1)C(F)(F)F (stereo unspecified)
  B2AR arrestin: 0.9% | AT treatment: -2% | TSG101-PTAP inh: -2% | TCR act: -1%[46.1 µM] | BRCA1 expr act: -30% | MLL CXXC-DNA inh: 1% | ELG1 repair inh: -24% | Integrin act MD: 1% | p53 reactivator: u | TRPV1 agonist: -3
CCc1ccccc1N1C(=O)CC(=O)NC1=O
  B2AR arrestin: 0.1% | AT treatment: 1% | TSG101-PTAP inh: -1% | TCR act: 7% | BRCA1 expr act: -4% | MLL CXXC-DNA inh: 0% | ELG1 repair inh: 3% | Integrin act MD: -2% | p53 reactivator: 2% | TRPV1 agonist: 0
CCOC(=O)C1=C(N)OC2=C(C(=O)CCC2)C12C(=O)N1c3c(ccc(C)c32)C(C)=CC1(C)C (stereo unspecified)
  B2AR arrestin: 2.7% | AT treatment: -1% | TSG101-PTAP inh: 0% | TCR act: 0%[46.1 µM] | BRCA1 expr act: 4% | MLL CXXC-DNA inh: -7% | ELG1 repair inh: -16% | Integrin act MD: -4% | p53 reactivator: -9% | TRPV1 agonist: 4

# Next part.
SMILES,B2AR arrestin,AT treatment,TSG101-PTAP inh,TCR act,BRCA1 expr act,MLL CXXC-DNA inh,ELG1 repair inh,Integrin act MD,p53 reactivator,TRPV1 agonist
COc1ccccc1-n1c(-c2ccoc2)nc2ccccc2c1=O,0.3%,5%,0%,-2%,10%,4%,-5%,9%,-2%,x
C[C@H]1CC[C@H]2NCCN[C@H]2C1,0.1%,-3%,-9%,-1%,13%,-7%,u,15%,-3%,-9
O=C(CNC(=O)c1ccc(Cl)cc1)OCC(=O)c1ccc2c(c1)OCCO2,-0.1%,-2%,-2%,-25%,37%,5%,u,-18%,0%,-3
COC(=O)CC1(CC(=O)OC)C(=O)N(c2ccccc2)C(=O)N(c2ccccc2)C1=O,3.3%,-10%,0%,-10%,12%,-1%,26%,-11%,5%,1

# Bioassay records deposited in PubChem BioAssay by National Center for Advancing Translational Sciences (NCATS).
